Source: PubChem
Dyrk1A ADPGlo = blocks rat Dyrk1A kinase activity. ADP-Glo luminescence, NFATc1 peptide. Q63470. 0.43% of 310,000 active. inhibition, % at 12.5 µM. AID 504441; in the data active means inhibition above about 50%;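 further: plate controls were vehicle with enzyme for no effect and no enzyme for full effect; many of its hits are not listed in these tables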
GSK3beta inhib = blocks human GSK3beta kinase activity | 0.038% of 300,000 active | activity score (negative = inhibition), % at 10 µM | P49841 | AID 2097 | GST-GSK3beta kinase, ADP-Glo luminescence, 60 min; stronger effect = lower value;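 active means more than half of replicate wells score below -50%, meaning over 50% inhibition versus plate controls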;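 further: 0% = median DMSO wells and -100% = median GW8510 positive control wells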
Target sequence (P49841 whole entry, looked up): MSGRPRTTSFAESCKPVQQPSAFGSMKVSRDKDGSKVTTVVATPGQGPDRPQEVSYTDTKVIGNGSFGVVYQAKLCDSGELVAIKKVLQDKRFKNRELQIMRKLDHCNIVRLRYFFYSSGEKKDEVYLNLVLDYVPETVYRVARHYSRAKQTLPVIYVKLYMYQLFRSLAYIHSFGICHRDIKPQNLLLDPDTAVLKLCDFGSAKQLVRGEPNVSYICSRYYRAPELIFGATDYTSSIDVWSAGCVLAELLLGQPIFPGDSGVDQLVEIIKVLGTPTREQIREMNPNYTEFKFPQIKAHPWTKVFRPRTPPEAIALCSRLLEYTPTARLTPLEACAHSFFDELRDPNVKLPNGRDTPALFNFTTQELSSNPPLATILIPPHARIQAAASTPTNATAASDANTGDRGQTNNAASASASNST
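Test system: GST-tagged human GSK3beta kinase, cell-free; evaluation: activity score scaled between in-plate DMSO and GW8510 controls; measured by: ADP-Glo luminescence; incubation: 60 min reaction, RT; benchmarks: DMSO and 20 µM GW8510; reagent: peptide substrate plus 25 µM ATP (final); medium: Tris/MgCl2 kinase buffer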
HSF1 activator = increases HSF-1 driven luciferase reporter signal; NIH3T3-HGL HSF-1 luciferase reporter, MG132, 8 h; 100% = twice DMSO control signal; activation, % at 9 µM; 1.7% of 300,000 active; AID 504408;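 active means mean replicate activation of at least 50% with a set share of replicates each reaching 50%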;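 further: 0% = median of the neutral control wells and 100% = twice that signal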
GSK3A inh = blocks human GSK-3 alpha kinase; inhibition, % at 10 µM; P49840; AID 2650; 0.1% of 320,000 active; ADP-Glo luminescence, 60 min;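 in the data active means inhibition above about 50%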;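 further: GST-tagged GSK-3 alpha with peptide substrate and 25 µM ATP; 0% = DMSO neutral wells and 100% = GW8510 positive control wells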
Target sequence (P49840 whole entry, looked up): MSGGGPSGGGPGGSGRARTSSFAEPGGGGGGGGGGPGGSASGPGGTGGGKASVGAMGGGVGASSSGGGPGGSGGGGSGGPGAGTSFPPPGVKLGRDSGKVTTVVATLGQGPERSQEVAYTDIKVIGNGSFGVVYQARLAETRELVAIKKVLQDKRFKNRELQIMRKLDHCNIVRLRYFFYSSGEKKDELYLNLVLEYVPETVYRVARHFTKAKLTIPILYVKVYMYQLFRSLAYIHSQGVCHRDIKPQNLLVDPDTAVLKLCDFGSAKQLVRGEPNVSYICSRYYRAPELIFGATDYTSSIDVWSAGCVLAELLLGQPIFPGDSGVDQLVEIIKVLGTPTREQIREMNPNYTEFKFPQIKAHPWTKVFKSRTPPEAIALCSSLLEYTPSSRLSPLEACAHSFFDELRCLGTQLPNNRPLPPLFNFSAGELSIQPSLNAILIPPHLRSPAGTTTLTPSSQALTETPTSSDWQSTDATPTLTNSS
KLF5 inh = suppresses KLF5 promoter-driven expression; inhibition, % at 5 µM; 0.23% of 290,000 active; DLD-1 KLF5 promoter-luciferase reporter, luminescence; AID 1700;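 active means inhibition above a per-plate limit of that plate's mean compound inhibition plus 3 SD, cut at about 60% in these data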;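 further: 0% = DMSO wells and 100% = LY294002 at 200 µM; higher means less KLF5 promoter-driven luciferase light; inactives centre near -14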
Platelet DG rel = modulates dense granule release in human platelets. human platelet-rich plasma, SFLLRN dense granule ATP release, luminescence. inhibition, %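 (compounds screened at 7.5 µM in platelet-rich plasma)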. 0.22% of 300,000 active;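 active means mean replicate score, as percent of positive control, at or above 50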
aSyn UTR inh = 5' untranslated region of α-synuclein, MLPCN primary screen; 0.82% of 300,000 active; inhibition, % (tested at 7.5 µM); alpha-synuclein 5'UTR reporter, inhibitor activity; in the data active means inhibition above about 60%;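 further: H4 neuroglioblastoma cells stably carrying SNCA 5'UTR luciferase fusion; 0% = DMSO wells and 100% = positive control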
HSF1 inhib = HSF1 inhibition; 0.77% of 300,000 active; activity change, negative = inhibition, % at 7.5 µM (by protocol); NIH3T3-HGL HSE-luciferase, MG132-induced, luminescence 8 h; stronger effect = lower value;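 active means more than half of replicate wells show activity change below -50%, luminescence cut by over half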;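 further: luciferase reports HSF-1 transcriptional activity via heat shock element; 0% = median of DMSO wells and -100% = zero luminescence signal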
HSP90 inh = HSP90 refolding inhibition in rabbit reticulocyte lysate | luciferase refolding luminescence, 3 h | inhibition, % at 5.6 µM | 0.91% of 290,000 active;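 active means inhibition above the screen-wide mean plus 3 SD, computed separately per campaign, cut at about 16% in these data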;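 further: 0% = DMSO wells and 100% = 60 µM geldanamycin wells; inhibitors lower the luminescence because luciferase stays unfolded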
IEC-6 cytotox = IEC-6 cytotoxicity, counter-screen for KLF5 inhibitors; luminescence viability; inhibition, % at 5 µM; 0.78% of 290,000 active; AID 1825; in the data active means inhibition above about 22%;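 further: 0% = plate median of test compound wells and 100% = cytotoxic reference compound wells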
* = called active by the depositor; / = no result given. The list is partial; rates above refer to the full screens.

SMILES	Dyrk1A ADPGlo	GSK3beta inhib	HSF1 activator	GSK3A inh	KLF5 inh	Platelet DG rel	aSyn UTR inh	HSF1 inhib	HSP90 inh	IEC-6 cytotox
CC(=O)N(CCN(C(C)=O)c1ccccc1)c1ccccc1	-2	1	6	-2	0	2	-24	1	0	2
COCCCNC(=O)C1CCCN(C(=O)Nc2ccc(OC)cc2)C1 (stereo not drawn)	-2	1	-20	-2	4	3	-9	-18	1	1
CC(NC(=S)Nc1cccc(C(F)(F)F)c1)C(C)(C)C (stereo not drawn)	/	1	47	2	-26	-2	-3	-1	-2	1
COC(=O)c1cccc(-n2cnnn2)c1	-1	1	20	5	6	0	-16	2	0	2
Cc1ccc(-c2csc(NC(CO)c3nc4ccccc4n3CCOCCO)n2)cc1 (stereo not drawn)	2	2	4	-2	/	-1	-71	11	/	/
O=C(OCCN1CCCCC1)c1ccccc1Cl	5	-1	6	-1	4	-2	8	-4	1	8
CCN(CC(=O)Nc1c(F)cccc1F)C(=O)c1ccc(N2CCCC2=O)cc1	-6	3	-4	0	/	3	0	-6	/	/
CCC(=O)c1cn(CC(=O)NCc2ccco2)c2ccccc12	11	-3	16	/	-39	-1	-65	12	5	2
CCc1ccc(C(=O)CCC2CCCCC2=O)cc1 (stereo not drawn)	-3	4	12	4	-64	1	-130	16	-6	2
Cc1ccc2cn[nH]c2c1N	-4	1	17	15	-9	4	-33	11	0	1

Arranged by number of heavy atoms (high to low): some entries from above
SMILES	Dyrk1A ADPGlo	GSK3beta inhib	HSF1 activator	GSK3A inh	KLF5 inh	Platelet DG rel	aSyn UTR inh	HSF1 inhib	HSP90 inh	IEC-6 cytotox
Cc1ccc(-c2csc(NC(CO)c3nc4ccccc4n3CCOCCO)n2)cc1 (stereo not drawn)	2	2	4	-2	/	-1	-71	11	/	/
CCN(CC(=O)Nc1c(F)cccc1F)C(=O)c1ccc(N2CCCC2=O)cc1	-6	3	-4	0	/	3	0	-6	/	/
COCCCNC(=O)C1CCCN(C(=O)Nc2ccc(OC)cc2)C1 (stereo not drawn)	-2	1	-20	-2	4	3	-9	-18	1	1
O=C(OCCN1CCCCC1)c1ccccc1Cl	5	-1	6	-1	4	-2	8	-4	1	8
Cc1ccc2cn[nH]c2c1N	-4	1	17	15	-9	4	-33	11	0	1

Later entries:
SMILES	Dyrk1A ADPGlo	GSK3beta inhib	HSF1 activator	GSK3A inh	KLF5 inh	Platelet DG rel	aSyn UTR inh	HSF1 inhib	HSP90 inh	IEC-6 cytotox
COc1ccc(C(=O)N2CCC(C(=O)O)CC2)cc1	-2	-3	6	3	-31	-6	-17	0	-3	-5
CC(=O)c1ccc(NC(=S)N2CCN(CCN3C(=O)c4cccc5cccc(c45)C3=O)CC2)cc1	-4	0	15	2	3	-10	-12	3	-2	-2
CC(/C=N/NC(=O)c1ccccc1C)=C\c1ccccc1	/	0	7	0	/	4	-136	10	/	/
O=C(NCc1cccc(C(F)(F)F)c1)N1CCN(S(=O)(=O)c2ccccc2F)CC1	-1	-2	-1	-1	9	6	18	-8	1	-9
COc1cccc2c(SCC(=O)N/N=C/c3ccccc3)cc(C)nc12	0	5	6	0	6	-8	-10	3	3	4
CCOC(=O)[C@@H]1[C@H]2COc3ccc(Br)cc3[C@H]2N2C(=O)N(c3ccc(F)cc3)C(=O)[C@@]12C	0	2	3	-1	-25	-10	0	-6	-2	-3
O=C(NC1CCN(c2ncccn2)CC1)c1ccccc1F	9	-1	22	-4	-21	-4	-3	5	3	-4
CC(C)OC(=O)CC1C(=O)NCCN1C(=S)NC(=O)c1ccc(F)cc1 (stereo not drawn)	5	3	8	-1	-7	0	20	2	-2	-1
Cc1ccc(CNC(=O)c2ccc(CS(=O)Cc3ccccc3Cl)o2)cc1 (stereo not drawn)	-2	0	4	2	5	5	9	-1	2	6
COc1cccc(NC(=O)Nc2nnc(Cc3ccccc3F)s2)c1	1	3	-74	-2	-5	15	-7	-67*	-1	6
CCCCN(C)C(=O)Cn1cnc2sc(C)c(S(=O)(=O)N3CCN(c4ccccc4OC)CC3)c2c1=O	3	0	-45	-2	-21	8	11	-34	-2	-5
COc1ccc(CCNC(=O)c2cn(C)c3ccc(S(=O)(=O)N4CCOCC4)cc3c2=O)cc1OC	-14	1	25	0	-15	2	-2	4	3	-6
Cc1ccc(-n2c(C)nnc2SCC(=O)N2CCc3ccccc3C2)cc1	-2	0	-3	-1	-12	8	33	-2	1	-7
Cc1c(-c2ccnc3cc(C(=O)O)nn23)cnn1C	-1	-1	-7	7	-14	-2	-24	-1	4	-4
CC1=NS(=O)(=O)c2cc(Cl)ccc2N1	27	1	-11	/	13	0	8	3	3	6
CC(C)c1ccc(NC(=O)CNC(=O)Cn2cnc3ccccc3c2=O)cc1	-6	1	-86	1	3	1	5	-83*	1	-4
CC(NC(=O)COC(=O)CC(c1ccccc1)c1ccccc1)c1ccccc1 (stereo not drawn)	4	-2	17	12	-11	-6	-13	-5	4	-11
N#CC1=C(N)Oc2n[nH]c(-c3ccc(F)cc3)c2C1c1cccnc1 (stereo not drawn)	-4	-1	-1	/	-18	1	-2	6	7	1
Cc1ccc([N+](=O)[O-])c(OCC(O)CNC(C)(C)C)c1 (stereo not drawn)	/	-4	-3	-4	-26	1	17	-2	-5	4
CCN1CCc2c(C#N)c(NCc3ccccc3)nc(N(CC)CC)c2C1	10	0	20	5	-6	0	37	13	8	-11
CCN(CC(=O)NCc1cccs1)S(=O)(=O)c1cccc(C(C)=O)c1	-1	1	8	-1	6	5	15	-2	0	2
O=c1c2cc([N+](=O)[O-])cc([N+](=O)[O-])c2[nH]n1-c1ccccc1	7	-6	23	3	-31	4	1	-4	-2	-1
CC(NC(=O)/C(=C/c1cccc([N+](=O)[O-])c1)NC(=O)c1ccco1)C(=O)O (stereo not drawn)	-2	-5	-8	-3	-42	-5	-4	-3	4	2
CCOC(CNC(=O)C(=O)Nc1cc2c3c(c1)CCC(=O)N3CCC2)OCC	-4	2	-19	-6	12	-5	-3	-7	0	-6
CCCCOC(=O)c1cc(=O)[nH]c2ccc(C)cc12	4	2	10	2	-17	2	44	2	0	1
O=C(Nc1ccc(O)c(C(=O)O)c1)Oc1ccccc1	7	3	9	-5	-29	0	-9	-6	4	0
COc1ccc(CNCCC2(Cc3ccccc3)CC(C)N(C)CC2C)cc1OC (stereo not drawn)	1	2	-6	1	-2	-3	-25	-9	-1	0
CCc1nnc(NC(=O)C2CCCCN2S(=O)(=O)c2ccccc2)s1 (stereo not drawn)	-2	1	-6	1	-21	-3	2	3	-2	-2
C=CCSC1=N/C(=C\c2cc(OC)c3c(c2)OCO3)C(=O)S1	4	-3	21	0	-47	-9	1	1	7	1
CC(=O)Nc1ccc(S(=O)(=O)N2CCN(C3CCCCCCC3)CC2)cc1	-2	1	-15	0	-24	1	5	-5	-4	0
COC(=O)C(C)Sc1ncnc2c1c(-c1ccccc1)cn2-c1ccc(OC)cc1 (stereo not drawn)	-5	-1	-2	1	-3	0	31	-10	0	3
Cc1nn(Cc2ccccc2Cl)c2sc(C(=O)NCCCn3ccnc3)cc12	9	-2	-9	-1	16	11	-105	-7	4	5
O=C(CN1C2CCCC1CC(NC(=O)c1ccco1)C2)Nc1ccccc1 (stereo not drawn)	0	1	24	-5	-1	2	4	0	-1	0
COc1cccc(-c2cc(=O)c3cc(NC(=O)c4ccc(Cl)cc4)ccc3[nH]2)c1	-2	3	-11	0	-10	-4	-68	3	-1	4
COc1cnc(SCc2c(Cl)cccc2Cl)nc1Cl	-6	2	8	-2	4	-2	-9	1	3	3
Cc1ccc2cc(C#N)c(N3CCN(C)CC3)nc2c1	12	1	2	0	12	-1	16	-5	3	7
CN(C)S(=O)(=O)c1cc(NC(=O)CN2CCN(c3ccccc3)CC2)ccc1Cl	-4	2	7	0	-2	-25	-13	-8	0	-2
CN(C)/C=C1\C=C2C(=O)c3ccccc3N2C1=O	/	1	6	0	-7	-1	24	15	0	-6
O=S(=O)(NCCC1=CCCCC1)c1cccc(Br)c1	11	2	13	-3	/	7	-2	-1	/	/
Cc1ccc(OCCSc2cc(C)nc(N)n2)cc1	5	1	33	/	-18	-4	-47	8	-5	-2
Cc1ccc(NC2=C(Cl)C(=O)OC2OC(=O)c2ccccc2)c(C)c1 (stereo not drawn)	6	0	2	0	-12	-2	24	-3	-1	2
O=C(NCc1ccc(Cl)cc1)c1cc(S(=O)(=O)N2CCCCC2)c[nH]1	4	0	6	-1	-23	-6	13	1	2	2
CCn1c(SCC(=O)N/N=C/C=C/c2ccco2)nc2ccccc21	2	1	78*	0	-22	1	-6	47	3	-1
CCOC(=O)C1=C(C)N=C2c3ccccc3C(=O)C2C1c1ccc(Cl)cc1 (stereo not drawn)	-5	1	-4	-3	-17	-3	37	-9	-2	4
CCOc1cccc2sc(Cl)nc12	/	4	5	-3	-14	-1	2	-9	-1	4
COc1cccc(-c2nc3n(n2)C(c2ccc4c(c2)OCO4)C(C(N)=O)=C(C)N3)c1 (stereo not drawn)	11	0	-18	0	-15	3	-111	-9	1	4
Cc1ccc(C(=O)NCCN2CCOCC2)cc1	-1	-2	-15	1	-43	-1	-16	-5	2	-6
O=C(NC(=S)Nc1ccc(Oc2ccc(Cl)cc2)cc1)c1ccccc1	5	2	2	/	-37	-1	0	-1	-1	-3
CN(C)/C=N/c1cc(=O)[nH]c(=O)n1C	-2	1	-12	4	8	-1	-3	-6	1	2
Cc1ccc(NC(=O)CSCC(=O)N2CCN(Cc3ccc4c(c3)OCO4)CC2)cc1	-5	3	11	-1	-51	17	2	4	3	0
(next part)
SMILES	Dyrk1A ADPGlo	GSK3beta inhib	HSF1 activator	GSK3A inh	KLF5 inh	Platelet DG rel	aSyn UTR inh	HSF1 inhib	HSP90 inh	IEC-6 cytotox
CC1CCC(NC(=O)CCS(=O)(=O)c2ccc3c(c2)CCN3C(=O)C2CC2)CC1 (stereo not drawn)	-4	4	18	0	-12	4	-5	-2	-3	9
Cc1nc(N)nc(C)c1Cc1ccccc1	-1	-4	3	0	-9	4	11	8	-2	-2
Cc1ncoc1C(=O)Nc1ccc(Oc2ccccc2)cc1	1	-3	52*	-2	-56	2	-104	28	-1	9
COC(=O)C1=C(C)NC(=O)CC1c1ccccc1F (stereo not drawn)	-3	-2	-6	-2	-33	6	0	-1	0	-1
COC(=O)C1c2ccccc2-c2ccccc21	-6	/	/	/	-25	/	/	/	4	6
O=C(Cn1cc(/C=N/O)c2ccccc21)N1CCOCC1	8	-1	-4	3	-2	-5	-10	-11	-1	2
COc1cc(/C=N/NC2=NCCCCC2)ccc1O	-8	-2	-4	-1	-12	9	2	3	-4	-7
COc1cc2c(cc1OC)CN(CC(=O)Nc1ccc(Cl)cc1Cl)CC2	-1	-3	-8	1	-37	-6	4	-6	0	-4
O=C(NOC(=O)c1cc(Br)ccc1Cl)c1cccs1	-4	11	4	0	-33	0	-5	-4	-5	-4
CC(C)c1nc2cc(C(=O)NC(c3cccnc3)C(F)(F)F)ccc2o1 (stereo not drawn)	3	-1	-11	0	-35	9	-1	-8	1	10
Cc1n[nH]c(C)c1S(=O)(=O)N1CCCC(C(=O)N2CCc3ccccc32)C1 (stereo not drawn)	/	1	0	0	1	3	12	-2	1	-1
